IMPase Li inh: IMPase inhibition in cells with lithium potentiation; CHO-M1 cells, IP1 TR-FRET (IP-One), carbachol + lithium; Potency, µM (doses to about 59.4 µM), for inactives: top-dose activity, negative = IMPase inhibition, most hits filed as inhibitors; 0.35% of 210,000 active;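 also: IP1 builds up when IMPase is blocked and the TR-FRET signal falls; plate controls were basal vehicle for no effect and high inhibitor control for full effect; nearly all actives have a fitted effect of over 50% in size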
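Test compounds were applied to CHO-M1 cells previously cultured for 16–30 h at 2000 per well. A small lithium amount accompanied them; after 30 min at 37C, IP1 was quantified by TR-FRET.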
GAA glycogen mod: inhibitors or activators of human alpha-glucosidase glycogen cleavage | AID 2100 | Potency, µM (top dose mostly 76.4 µM), without a hit: at the top dose activity change, negative = inhibition, actives largely listed as inhibitors | recombinant GAA, glycogen substrate, Amplex Red glucose oxidase fluorescence | 0.38% of 300,000 active;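 also: 0% = full enzyme reaction and -100% = no-enzyme basal signal; the screen sought inhibitors and activators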
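qHTS, 1536-well; enzyme 4 nM final; cpd up to 77 uM; substrate bovine liver glycogen 30 ug; 50 mM citrate/phosphate pH 5.0, 0.01% Tween-20; 37 C, 40 min; Amplex Red detection 45 min RT; Hill fit → AC50.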
aGlu spleen mod: lysosomal alpha-glucosidase (human) modulation; P10253; Potency, µM (series often up to 79.9 µM), for inactives: at the highest dose activity change, negative = inhibition, most hits filed as inhibitors; human spleen homogenate, 4-MU-alpha-glucoside fluorescence; 0.006% of 240,000 active; AID 2112;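 also: 0% = enzyme with vehicle and -100% = no enzyme basal signal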
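Compounds were titrated against alpha-glucosidase in spleen homogenate at pH 5.0, with 1 mM 4-methylumbelliferyl substrate for 40 min at 37 C. Reactions were quenched with pH 10 NaOH/glycine and fluorescence measured.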
HTT ATP protect: protects HTT-Q103 PC12 cells, measured by ATP; PC12 HTT-Q103 induced, cytoprotection, ATP luminescence, 40 h; Potency, µM (top dose mostly 56.4 µM), for inactives: cytoprotection (ATP increase), usual class: activators; 0.14% of 230,000 active; AID 1471;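 also: % of control where 0% means no effect; nearly all actives have a fitted effect of over 45% in size; toxic huntingtin expression switched on by the ecdysone agonist tebufenozide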
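PC12 cells with ecdysone-inducible HTT exon 1 Q103-GFP, induced with 100 nM tebufenozide and co-treated with library compounds in a dose series (1536-well, 1500 cells/well). Cytoprotection read as ATP content by ATPlite luminescence.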
GAA inh: inhibitors of human lysosomal alpha-glucosidase | P10253 | purified human GAA, 4-MU-alpha-glucoside fluorescence | Potency, µM (doses to about 76.9 µM), inactives show top-dose activity change, negative = inhibition, usual class: inhibitors | 0.005% of 200,000 active;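 also: plate controls were uninhibited enzyme wells for no effect and no-enzyme background for full effect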
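Read-out is 4-methylumbelliferone fluorescence (Ex 365/Em 440 nm) after NaOH/glycine stop at pH 10. Enzyme 4 nM, substrate 400 uM, pH 5.0 citrate buffer, 20 min room temperature; AC50 from Hill-equation concentration-response.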
HttQ103 aggreg: inhibitors of mutant huntingtin aggregate formation in PC12 cells | Potency, µM (top dose mostly 46.1 µM), for inactives: at the highest dose activity change, negative = inhibition, hits mostly inhibitors | 1.1% of 220,000 active | PC12 HttQ103-GFP aggregates, Acumen cytometry, 40 h | AID 1688; also: % is scaled to controls: 0 for no effect and ±100 for the full control effect; nearly all actives have a fitted effect of over 60% in size
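Aggregates are detected as GFP objects 1–25 µm with signal 6 STDEV over background in lysates of induced PC12 cells. These carry Huntingtin exon 1 with 103 glutamines fused to GFP under an ecdysone promoter; compounds titrated.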
RGS12 GoLoco inh: RGS12 GoLoco-Gai1 interaction inhibition; Gai1:RGS12 GoLoco peptide FP, rhodamine, 10 min; P63096; AID 880; 0.44% of 230,000 active; Potency, µM (series often up to 61.6 µM), for inactives: at the highest dose activity, negative = inhibition, actives largely listed as inhibitors; active = well fitted inhibition curve with a large enough effect, not every such curve was filed as active; inactive = no such curve, though single readings can be large or run the other way; also: % is scaled to controls: 0 for no effect and ±100 for the full control effect; nearly all actives have a fitted effect of over 30% in size; many of its hits are not listed in these tables
Target sequence (P63096 whole entry, looked up): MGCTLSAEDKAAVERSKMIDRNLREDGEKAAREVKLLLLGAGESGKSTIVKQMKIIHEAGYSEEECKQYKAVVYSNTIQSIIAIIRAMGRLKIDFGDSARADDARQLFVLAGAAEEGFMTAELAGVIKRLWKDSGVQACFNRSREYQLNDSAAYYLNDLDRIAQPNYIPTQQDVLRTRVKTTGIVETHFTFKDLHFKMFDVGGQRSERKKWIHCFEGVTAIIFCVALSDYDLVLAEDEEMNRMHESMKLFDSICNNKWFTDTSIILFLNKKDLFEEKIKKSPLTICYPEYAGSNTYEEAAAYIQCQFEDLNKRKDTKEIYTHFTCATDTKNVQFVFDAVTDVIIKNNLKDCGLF
* = called active by the depositor; ? = inconclusive; . = not tested or not shown; & = joins results of further samples; [ ] = another dose, or the depositor's remark. Unless noted, calls follow the shape of the dose curve; as a rule, active = well fitted curve in the direction sought with a large enough effect; inconclusive = small, poorly fitted or top-dose-only effect, or another doubt; inactive = no such curve, though single readings can be large; an effect the other way counts as inactive or inconclusive. Potency is read from the fitted curve at half-maximal effect.

smiles	IMPase Li inh	GAA glycogen mod	aGlu spleen mod	HTT ATP protect	GAA inh	HttQ103 aggreg	RGS12 GoLoco inh
CC(C)c1onc(C(=O)N(C)Cc2ccccc2)c1[N+](=O)[O-]	-5%	7%	0%	1%[10 µM]	10%	1%	-42%
COc1ccc(NC(=O)NCc2ccccn2)cc1OC	0%	3%	0%	12%[10 µM]	5%	-1%	0%
O=C(c1cccnc1)N1N=C2CCCCCC2C1(O)C(F)(F)F (stereo not drawn)	2%	18%	2%	.	3%	.	-5%
CS(=O)(=O)N(CC(=O)NC1CCCCC1)Cc1ccc(Cl)cc1	35%[activator][38.3 µM]	3%	-1%	-1%	-6%	?	-17%
COc1ccc2[nH]c(=O)c(CN(Cc3nnnn3Cc3ccccc3)CC3CCCO3)cc2c1 (stereo not drawn)	-6%[38.3 µM]	9%	-7%	-15%[10 µM]	6%	19%	4%
COc1ccc(NC(=O)C(c2ccc(C)cc2)N(C)C(=O)CNC(C)=O)cc1 (stereo not drawn)	14%[38.3 µM]	6%	7%	7%	-17%	4%	7%
CCOC(=O)Nc1ccc2c(c1)OCO2	-10%[38.3 µM]	-8%	2%	-4%	5%	?	9%
COc1cscc1C(=O)O	.	-6%	-2%	16%[10 µM]	.	13%[9.22 µM]	0%
COc1ccc(CNCCSc2nnnn2C)cc1OC	20%[38.3 µM]	-10%	-3%	4%	2%	-4%	-10%
Cc1cccc(-c2noc(-c3c(C)noc3C)n2)c1	.	1%	-3%	4%[10 µM]	2%[15.4 µM]	-4%[9.22 µM]	6%
Cc1cccc(NC(=O)c2ccc3ccccc3n2)n1	17%[38.3 µM]	-2%	-19%	22%[10 µM]	-4%	-12%	10%
Cc1cc(C(=O)Nc2c(C)nn(Cc3c(Cl)cccc3Cl)c2C)no1	5%[38.3 µM]	3%	-3%	-4%	-1%	0%	2%
O=C(NC(=S)N1CCc2ccccc21)C1CCC1	-5%	13%	-4%	-27%	7%	9%[9.22 µM]	27%
COc1ccc(C(=O)NCC(=O)N/N=C/c2c(C)[nH]c3ccccc23)cc1OC	.	7%	-9%	15%[10 µM]	.	10%[9.22 µM]	1%
Cc1ccc(NC(=O)CSc2nnc(-c3ccco3)c(-c3ccco3)n2)cc1	-14%[38.3 µM]	4%	-6%	-21%	-6%	20%	11%
CC1(CCc2ccccc2)NC(=O)N(Cc2cc([N+](=O)[O-])cc3c2OCOC3)C1=O (stereo not drawn)	7%	-12%	2%	3%[10 µM]	1%	15%	3%
Cc1ccc(S(=O)(=O)N(CC(=O)N/N=C/c2ccco2)c2cc(Cl)cc(Cl)c2)cc1	1%	7%	4%	28%[10 µM]	-13%	21%	-6%
Cc1cc(NC(=O)CN2C(=O)NC(CCc3ccccc3)C2=O)no1 (stereo not drawn)	-7%	-7%	9%	-4%	-2%	-18%	-2%
CCNC(=S)NNC(=O)c1cccs1	-1%[38.3 µM]	?	-11%	-1%	6%	26%	10%
O=C(CNC(=O)c1cc(=O)[nH]c2ccccc12)Nc1ccc(F)c(F)c1	4%	6%	5%	-14%	2%	17%	5%

(next part)
smiles	IMPase Li inh	GAA glycogen mod	aGlu spleen mod	HTT ATP protect	GAA inh	HttQ103 aggreg	RGS12 GoLoco inh
CC(Sc1nc2ccccc2s1)C(=O)c1c(N)n(C)c(=O)n(C)c1=O (stereo not drawn)	15%	3%	-1%	-26%	3%	?	7%
N/C(=N\OC(=O)COc1ccccc1)c1ccc(Cl)cc1	6%	5%	-6%	0%[10 µM]	5%	-14%	16%
CCOC(=O)N1CCN(C(=O)c2cc3c(=O)[nH]c4ccccc4c3s2)CC1	4%	-1%	1%	-3%[10 µM]	4%	14%	3%
CCCNC(=O)c1ccc2snnc2c1	0%	10%	-3%	-11%[10 µM]	-1%	17%	1%
S=C(NCc1cccnc1)Nc1cc(Cl)cc(Cl)c1	.	1%	5%	10%[10 µM]	-7%	4%[9.22 µM]	-6%
Cc1ccc(/C=C/C(=O)c2ccccc(=O)c2O)cc1C	-2%	6%	-9%	.	-5%	-15%	19%
Cc1csc2nc(CNC(=O)c3cccc(C(F)(F)F)c3)cn12	-10%[38.3 µM]	-3%	-6%	-14%	0%	6%	-4%
Cc1cccc2cc(C3CC(c4cccs4)=NN3C(=O)CCC(=O)O)c(Cl)nc12 (stereo not drawn)	9%	15%	-5%	16%[10 µM]	?	17%	15%
CN(C)CCCN1C(=O)C(O)=C(C(=O)c2cc3ccccc3o2)C1c1ccccc1 (stereo not drawn)	10µM*	15%	-4%	-89%[inhibitor]	-6%	4%	3%
COc1cc(OC)c(C2Oc3nc(SC)nnc3-c3ccccc3N2C(C)=O)cc1OC (stereo not drawn)	1%[38.3 µM]	-7%	4%	-3%	-12%	-16%	2%
Cc1ccccc1CSc1ncnc2ccccc12	0%	5%	-12%	18%	4%	-13%	2%
O=C(COC(=O)c1c[nH]c(=O)[nH]c1=O)Nc1ccccc1	-2%	14%	1%	-32%	9%	-11%[9.22 µM]	1%
COc1ccccc1C(=O)Nc1nnc(SCC(=O)Nc2ccc3c(c2)oc2ccccc23)s1	-9%	1%	2%	.	6%	-2%	9%
CC1(C)CC(=O)C(C=Nc2ccc(N)cc2)=C(O)C1	7%	?	.	13%	-1%	-5%	8%
COc1ccccc1CNC(=O)C(=O)NCC1OCCN1C(=O)c1cccs1 (stereo not drawn)	-7%	-5%	-1%	-8%[10 µM]	4%	4%	-6%
Cc1cc[n+](CC(=O)Nc2cc(C(F)(F)F)ccc2Cl)cc1	9%[38.3 µM]	4%	2%	-3%	-1%	-11%	4%
Cc1ccc2cc(C)c3nnc(SCC(=O)Nc4nc5c(s4)CCCC5)n3c2c1C	1%[38.3 µM]	7%	-6%	-23%	5%	47%	0%
c1ccc2cc(-c3cc4ccccn4c3)ccc2c1	-29%[38.3 µM]	17%	-2%	-20%	-16%	5%	23%
O=C(CSc1nnnn1-c1ccccc1)NCc1cccs1	1%[38.3 µM]	5%	-1%	13%	0%	-7%	10%
O=C(NCc1cccnc1)C1CC(=O)N(C2CCCCC2)C1 (stereo not drawn)	8%[38.3 µM]	7%	5%	?	1%	4%	13%

Structures listed so far shown as hits in IMPase Li inh:
molecule	IMPase Li inh	GAA glycogen mod	aGlu spleen mod	GAA inh	HttQ103 aggreg	RGS12 GoLoco inh
CN(C)CCCN1C(=O)C(O)=C(C(=O)c2cc3ccccc3o2)C1c1ccccc1 (stereo not drawn)	10µM*	15%	-4%	-6%	4%	3%

Next records.
smiles	IMPase Li inh	GAA glycogen mod	aGlu spleen mod	HTT ATP protect	GAA inh	HttQ103 aggreg	RGS12 GoLoco inh
Cc1ccc(F)cc1NC(=O)N1CCN(C2c3ccccc3-c3ccccc32)CC1	.	1%	-21%	11%[10 µM]	.	-9%[9.22 µM]	3%
NNC(=O)CCN(Cc1ccco1)S(=O)(=O)c1ccc(Cl)cc1	.	0%	9%	25%[10 µM]	.	-14%[9.22 µM]	0%
COc1cc([N+](=O)[O-])cc(/C=N/NC(=O)c2ccc(NC(=O)c3ccc(C)cc3)cc2)c1O	10%	-15%	-9%	-75%[inhibitor]	3%	?	22%
COc1ccc(-n2nc(C(=O)NCC(=O)NCC3CCCO3)c3ccccc3c2=O)cc1 (stereo not drawn)	5%[38.3 µM]	-11%	-12%	-22%	3%	?	0%
Cc1nc2sc(C(=O)c3ccccc3)c(N)c2c2c1CCCC2	13%	-16%	-8%	-21%[10 µM]	-6%	-33%	0%
O=C(CSc1nnc(-c2ccc3c(c2)OCO3)n1-c1ccccc1)c1ccc(Cl)cc1	22%	10%	3%	-10%[10 µM]	-4%	4%	2%
CCOC(=O)c1nnn(CC(=O)NC(=O)Nc2ccc(F)cc2)c1C(=O)OCC	-3%	2%	11%	-23%	3%	6%	10%
Cn1c(=O)c2c(nc(SCc3cccnc3)n2Cc2ccccc2)n(C)c1=O	3%[38.3 µM]	-15%	-5%	-6%[10 µM]	-3%	-13%	-46%
Cc1nnc2sc(-c3cccc(NC(=O)c4cccnc4)c3)nn12	2%[38.3 µM]	7%	4%	3%	-3%	2%	0%
Cc1cc(C)c(C)c(S(=O)(=O)NCC(=O)N2CCCC2)c1C	1%[38.3 µM]	0%	-8%	2%	-7%	5%	1%
CCOC(=O)c1ccc(NC(C)=O)c([N+](=O)[O-])c1	.	5%	-11%	16%[10 µM]	.	-27%[9.22 µM]	-7%
CSCCC(NC(=O)c1ccc(Cl)cc1)C(=O)OCC(C)=O (stereo not drawn)	-5%	10%	-2%	13%[10 µM]	-2%	12%	1%
CN(C)Cc1ccccc1-c1ccc2ncnc(N3CCOCC3)c2c1	9%	.	-1%	-2%	.	.	-1%
Cc1ccc(S(=O)(=O)Nc2cccc(N(C)S(C)(=O)=O)c2)cc1[N+](=O)[O-]	5%	-2%	-4%	14%[10 µM]	-2%	-9%[9.22 µM]	11%
CCOC(=O)Cc1c(C)nc2c(-c3ccc(Cl)cc3)c(C)[nH]n2c1=O	3%[38.3 µM]	2%	-2%	-68%[inhibitor]	8%	18µM*	6%
O=C1COc2ccc(C(=O)NCc3ccc4c(c3)OCO4)cc2N1	5%	5%	8%	-5%[10 µM]	4%	-18%	6%
N#Cc1nnn(-c2ccc(Cl)cc2)c1N	-1%	7%&10%	-3%&6%	20%&-6%[10 µM]	-8%&12%	23%&1%[9.22 µM]	6%&12%
COc1ccc(NC(=O)c2ccc(CN(c3cc(Cl)ccc3C)S(=O)(=O)c3ccccc3)cc2)cc1OC	1%	-5%	0%	-14%[10 µM]	7%	?	8%
COC(=O)c1cn(NC(=O)c2ccc3c(c2)OCO3)c(=O)c2ccccc12	2%[38.3 µM]	5%	3%	1%	-9%	-17%	7%
O=C(CNc1cccc(Cl)c1)c1ccc(Cl)cc1	-11%[38.3 µM]	2%	-6%	12%	?	11%	0%

The results go on.
smiles	IMPase Li inh	GAA glycogen mod	aGlu spleen mod	HTT ATP protect	GAA inh	HttQ103 aggreg	RGS12 GoLoco inh
CC(C)=CC(=O)OCC(=O)Nc1nc(C)c(Cl)cc1Cl	0%[38.3 µM]	8%	-7%	-22%[10 µM]	0%	-1%	-2%
O=C(CCCOc1ccccc1)Nc1ncccn1	0%	1%	-2%	0%[0.074 µM]	1%	-8%	-4%
Cc1ccc(-n2c(=O)cc(N3CCC(C)CC3)[nH]c2=O)cc1	-5%[38.3 µM]	0%	-11%	-17%	5%	-7%	-4%
CCOc1cc(S(=O)(=O)NCc2ccccc2)ccc1F	-3%[38.3 µM]	8%	2%	15%	0%	-3%	12%

A portion of the library; rates above refer to the full screens.
